KLF5 inh – KLF5 expression inhibitors, primary screen, DLD-1 cells, luminescence. actives 0.23% (n = 290,000). inhibition, % at 5 µM. DLD-1 KLF5 promoter-luciferase reporter;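 active means inhibition above a per-plate limit of that plate's mean compound inhibition plus 3 SD, cut at about 60% in these data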;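 further: 0% = DMSO wells and 100% = LY294002 at 200 µM; higher means less KLF5 promoter-driven luciferase light; inactives centre near -14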
HSF-1 act – HSF-1 activators, primary screen, NIH3T3-HGL cells, MG132 stress, luminescence, single point | NIH3T3-HGL HSF-1 luciferase reporter, 8 h; 100% = twice DMSO control signal | activation, % at 9 µM | actives 1.7% (n = 300,000);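 active means mean replicate activation of at least 50% with a set share of replicates each reaching 50%; inconclusive means only one of those two conditions met; inactive means mean below 50% and too few replicates reaching it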;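 further: 0% = median of the neutral control wells and 100% = twice that signal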
SKKanGAS inh – S. pyogenes SKKanGAS growth inhibitors in kanamycin, primary screen, streptokinase expression inhibitor project, SKKanGAS strain, BacTiter-Glo luminescence | 6 h | inhibition, % at 7.5 µM | actives 1.3% (n = 300,000) | AID 1662, 2009;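 active means mean replicate score, as percent of positive control median, at least 50; inconclusive means mean below 50 but one replicate at or above 50; inactive means mean and every replicate below 50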;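 further: strain carries kanamycin resistance gene driven by streptokinase promoter and grows in 40 µg/ml kanamycin; loss of luminescence reflects streptokinase promoter inhibition or plain growth inhibition; 0% = median of DMSO wells and 100% = positive control at its reference dose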
HSP90 inh – HSP90 inhibitors, primary screen, cell lysate, luminescence | Rabbit reticulocyte lysate, luciferase refolding luminescence, 3 h | inhibition, % at 5.6 µM | actives 0.91% (n = 290,000) | Heat shock protein HSP 90 (rabbit reticulocyte lysate; luciferase refolding);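 active means inhibition above the screen-wide mean plus 3 SD, computed separately per campaign, cut at about 16% in these data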;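 further: 0% = DMSO wells and 100% = 60 µM geldanamycin wells; inhibitors lower the luminescence because luciferase stays unfolded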
HIF act – HIF pathway transcriptional activators, primary screen, cell-based, U2OS HRE-luciferase, luminescence; activation, % at 7.5 µM (by protocol); U2OS HRE-luciferase reporter; normalized: DMSO 0%, desferrioxamine 100%; actives 0.32% (n = 300,000);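 active means mean activation of at least 10% of the iron chelator positive control signal, with at least half of replicates also reaching 10%; inconclusive means mean and replicate majority disagree about reaching 10%; inactive means mean and most replicates under 10%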
aSyn 5UTR inh – MLPCN primary screen, SNCA 5' untranslated region; alpha-synuclein 5'UTR reporter, inhibitor activity; inhibition, % (tested at 7.5 µM); actives 0.82% (n = 300,000); AID 1813, 2009; in the data active means inhibition above about 60%; inconclusive means no clear call, values can overlap the other calls;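 further: H4 neuroglioblastoma cells stably carrying SNCA 5'UTR luciferase fusion; 0% = DMSO wells and 100% = positive control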
AI-2 QS mod – Vibrio harveyi AI-2 quorum sensing modulators, primary screen, JMH597 strain, luminescence/OD600 ratio | activity change, % at 7.5 µM | Vibrio harveyi JMH597 AI-2 luminescence/OD600 ratio, 9 h; stronger effect = lower value; strain lacks LuxN and CqsS sensors; 0 = neutral-control median | AID 2094, 2009 | actives 0.4% (n = 300,000); in the data active means activity change below about -75%, passing the limit was not always enough; inconclusive means no clear call, values can overlap the other calls;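 further: luminescence divided by OD600 gain over 9 h not by final OD600 alone; inactives centre near 13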
Platelet DG rel – inhibitors of platelet dense granule secretion, primary screen, cell-based, MLPCN, human platelets | human platelet-rich plasma, SFLLRN dense granule ATP release, luminescence | inhibition, %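 (compounds screened at 7.5 µM in platelet-rich plasma)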 | actives 0.22% (n = 300,000);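 active means mean replicate score, as percent of positive control, at or above 50; inconclusive means mean below 50 but at least one replicate at or above 50; inactive means mean and every replicate below 50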
IEC-6 tox – cytotoxicity in IEC-6 intestinal epithelial cells, primary screen, cytotoxicity control for KLF5 inhibitor project, cell-based, luminescence | inhibition, % at 5 µM | IEC-6 cytotoxicity, luminescence viability | AID 1825, 2009 | actives 0.78% (n = 290,000); in the data active means inhibition above about 22%;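 further: 0% = plate median of test compound wells and 100% = cytotoxic reference compound wells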
HSF1 inhib – HSF1 inhibitors in luciferase reporter cells, primary screen, cell-based, NIH3T3, luminescence; NIH3T3-HGL HSE-luciferase, MG132-induced, luminescence 8 h; stronger effect = lower value; activity change, negative = inhibition, % at 7.5 µM (by protocol); actives 0.77% (n = 300,000);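 active means more than half of replicate wells show activity change below -50%, luminescence cut by over half; inconclusive means some wells, but at most half, below -50%; inactive means no replicate well below -50%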;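 further: luciferase reports HSF-1 transcriptional activity via heat shock element; 0% = median of DMSO wells and -100% = zero luminescence signal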
Starred values were filed as active, the others as inactive; ? = inconclusive; · = not tested or not shown.

nr	Compound	KLF5 inh	HSF-1 act	SKKanGAS inh	HSP90 inh	HIF act	aSyn 5UTR inh	AI-2 QS mod	Platelet DG rel	IEC-6 tox	HSF1 inhib
1	COC(=O)c1cccc(NC(=O)CSc2nnc(C)o2)c1	-38	-37	0	-5	-0.1	-13	13	10	-4	-15
2	O=C(COC(=O)CCC(=O)c1ccccc1)NNC(=O)c1ccc(Cl)cc1	·	-3	41	·	-0.2	6	15	10	·	-1
3	CCOc1ccc(/C=C2\SC(=S)N(CCC(=O)Nc3cccc(C(=O)O)c3)C2=O)cc1	-40	8	-6	-8	-1.2	18	11	-3	-4	2
4	Cc1ccccc1NC(=O)CN1C(=O)S/C(=C\c2ccc(-c3cc(C(=O)O)ccc3C)o2)C1=O	-14	1	37	-1	-0.4	-9	19	-2	-6	0
5	c1cc[n+](CCCC[n+]2ccccc2)cc1	-37	-2	-13	-2	-13	5	-8	-13	-2	-3
6	CC(C)N(C(=O)CSc1nnc(Cn2nnc3ccccc32)n1C)C(C)C	-31	-3	-4	-5	0.3	-31	10	1	-2	-1
7	CCOC(=O)c1cc(-c2ccc(Cl)s2)[nH]n1	-15	10	-2	-3	-0.1	-15	0	0	4	11
8	Cc1ccccc1CNC(=O)C(=O)NCC1CCCN1S(=O)(=O)c1ccccc1 (centres undefined)	·	1	-1	·	0.0	14	-2	-1	·	-2
9	COc1ccc(N(C(C)=O)c2nc(C)cc(C)c2C#N)c(OC)c1	-8	48	-13	2	-0.4	-21	22	-3	8	13
10	CCCOc1ccc(-c2cc(C(=O)NCC3CCCO3)c3ccccc3n2)cc1 (centres undefined)	-37	24	2	2	0.1	-73	25	12	8	3
11	Cc1cc(C)c(NC(=O)CNC(=O)c2ccccc2OCc2c(C)noc2C)c(C)c1	·	-14	21	·	-0.2	5	21	3	·	-5
12	NC(=O)C1CCN(CCC(=O)Nc2ccc(Br)cc2)CC1	-10	-4	7	-3	0.2	28	11	-2	0	-6
13	Cc1cc(OCC(=O)N(Cc2cccs2)C2CCS(=O)(=O)C2)ccc1Cl (centres undefined)	6	-9	-4	-1	-0.2	-2	19	4	3	4
14	CC(C)n1nccc1N(Cc1ccc(C#N)cc1)S(=O)(=O)c1ccccc1	-3	-1	-4	-3	-0.2	11	13	2	-4	-1
15	Cn1c(=O)c2c(ncn2CCOc2ccc(F)cc2)n(C)c1=O	-16	-19	0	1	-0.3	11	4	7	6	-1
16	O=C(C1=C[C@@H](c2csc3ccccc23)C[C@@H](OCc2ccc(CO)cc2)O1)N1CCN(Cc2ccc3c(c2)OCO3)CC1	-10	6	25	13	0.8	69*	16	-2	-1	1
17	CC(=O)OCCCN(C)CC/C=C1/c2ccccc2CSc2ccccc21	·	2	-6	·	0.2	-32	27	4	·	-10
18	CCCCCCSc1cc(-c2nc3cc(C)ccn3c2NCCCC)ccc1OC	·	-9	47	·	-2.7	-1	20	-2	·	5
19	CCN(CC(=O)NC(C)(C)C)Cc1cc(=O)n2c(-c3ccccc3)csc2n1	-5	-4	11	0	-0.3	21	49	1	-2	-5
20	Cc1ccc(C(=O)NCCCN2CCOCC2)c(Cl)c1	-34	7	0	0	2.2	-44	5	10	-10	3
21	COCC(C)NC(=O)c1cc(-c2ccccc2OC)on1 (centres undefined)	-30	25	-11	2	2.1	-102	19	-9	11	4
22	C=CCn1c(SCCCCCC)nc(O)cc1=O	10	6	35	-2	0.4	6	28	4	3	-5
23	N#Cc1c(-c2ccccc2)nc(-c2ccncc2)[nH]c1=O	-16	-15	0	0	-0.3	-11	7	2	0	-2
24	Cc1ccccc1CC1(CO)CCCN(C(=O)c2ccccc2Cl)C1 (centres undefined)	-19	55*	-6	-3	-0.1	15	7	0	1	12
25	Cc1ccccc1OCc1nc2c3c(ncn2n1)-c1ccccc1CC31CCCC1	-8	0	-3	2	-20	12	18	0	0	-4
26	Fc1cc(Br)cc(F)c1NC(=S)N1CCOCC1	-15	31	10	-1	4.5	7	5	20	0	20
27	CCOC(=O)C1CSC2(CCC(c3ccccc3)CC2)N1 (centres undefined)	-7	-13	5	1	0.0	9	11	9	4	1
28	CC(=O)c1cccc(NC(=O)CN(c2ccc(F)cc2)S(C)(=O)=O)c1	-6	-4	-1	-3	-0.2	-7	12	-5	0	5
29	Cc1ccc(C)c(/C(O)=C2\C(=O)C(=O)N(CCCn3ccnc3)C2c2ccncc2)c1 (centres undefined)	-18	0	-2	-1	-14	3	4	11	-8	-15
30	COc1cc(/C=C2\SC(=S)N(NS(=O)(=O)c3ccccc3)C2=O)ccc1O	12	5	14	-7	0.0	4	57	-1	-1	1
31	COc1ccc(CC(=O)NNC(=O)CSc2ccc(C)cc2)cc1	-6	9	-6	2	0.1	1	17	3	0	-5
32	Cc1cccc(C(=O)Oc2cc(C)[nH]c(=O)c2[N+](=O)[O-])c1	-44	-5	4	2	-0.2	-7	16	-13	5	-14
33	COC(=O)c1cc2ccccc2c(=O)s1	-11	9	-5	4	-0.5	-1	8	4	-3	-1
34	NS(=O)(=O)c1cccnc1Nc1cccc(Cl)c1Cl	-25	9	0	4	0.8	-16	2	4	1	2
35	COC(=O)C1C(c2ccccc2)C(C(=O)O)C1c1ccccc1 (centres undefined)	-24	3	-5	-4	-0.6	-3	-4	-1	4	-10
36	COc1cccc(CNCc2ccc(OC)c3ccccc23)c1OC	-10	8	4	1	-25	5	32	-7	4	-3
37	C=CCc1cccc(/C=N/NC(=O)CNc2ccccc2)c1O	7	-5	22	3	-0.1	74*	7	-5	2	-13
38	O=C(CSc1nc(=O)n(CCCN2CCOCC2)c2c1CCCC2)Nc1ccccc1Cl	·	4	13	·	-62	-13	9	-9	·	-2
39	O=C1CC(C(=O)NC2CCCCC2)C(c2ccccc2)O1 (centres undefined)	-26	13	0	0	0.0	-5	19	-3	2	-2
40	Cc1ccc2c(c1)N(C(=O)CCC(=O)N1CCOCC1)CCO2	-30	18	-6	-1	0.0	0	15	7	-6	-1
41	CCN(CC)CCCN1C=C2C(=O)C(C)(OC(=O)CCC(=O)OC)C(=O)C(Br)=C2C=C1c1ccc(OC)cc1 (centres undefined)	·	22	8	·	-0.6	5	14	-4	·	1
42	COCC1CCN(C(=O)C2CCC(=O)N(C3CCCC3)C2)CC1 (centres undefined)	-1	0	-6	-2	1.0	-8	11	1	-2	3
43	CCNC(=O)/N=C1/NC(=O)C(C(C)C)O1 (centres undefined)	2	2	-2	1	0.1	8	-4	-10	-4	3
44	CCOc1cc(C(=O)N(C)c2ccccc2)cc(OCC)c1OCC	-9	-1	-2	-1	-0.2	-6	15	-2	0	-2
45	Cc1ccc(S(=O)(=O)N(C)c2ccc(C(=O)N3CCc4ccccc4C3)cc2)cc1	-8	0	15	1	-1.1	-3	-3	-8	1	4
46	Cc1nn(CC2CC2)c(=O)n1-c1ccccc1F	-12	-8	-3	-1	-0.3	-16	13	-5	-5	-2
47	O=C(O)CCN1C(=O)C2CCCCC2C1=O (centres undefined)	-67	-23	-9	-3	0.1	-9	32	-1	0	0
48	COc1ccc(-n2c(C)nc3sc4c(c3c2=O)CCCC4)cc1	-13	17	6	-2	-0.4	15	9	9	1	7
49	COc1ccc(-n2c(-c3ccccc3)c[n+]3c2CCC3)cc1	-25	-13	2	0	-0.2	-10	4	25	2	-3
50	Cc1ccc(C(=O)c2cc([N+](=O)[O-])ccc2N2CCCCC2)c(C)c1	37	1	2	-4	0.8	69*	26	18	89*	3
51	O=C(Nc1ccc(Cl)cc1)Nc1ccc(C(=O)N2CCOCC2)cc1	-24	-4	3	-1	0.3	-12	13	-8	2	-1
52	COc1cccc(CNCC(=O)Nc2ccc(N3CCOCC3)cc2)c1	7	-4	0	-4	-0.2	0	8	2	-3	-9
53	COc1cc(NS(=O)(=O)c2ccc(NC(=S)NC(=O)C3CCCC3)cc2)nc(OC)n1	-17	3	18	0	0.2	1	8	0	-2	-4
54	CCOc1ccc(CN(CCO)CCO)cc1C(=O)OC	0	0	6	1	-0.4	2	5	?	4	-7
55	Cc1ccc(S(=O)(=O)CC(=O)N(C)C)cc1	-34	1	3	-2	-0.1	11	14	-26	-2	-1
56	CCCCn1c(=O)c(CC(C)=O)nc2ccccc21	-30	1	5	-5	-0.2	4	-2	-4	3	3

(further entries)
nr	Compound	KLF5 inh	HSF-1 act	SKKanGAS inh	HSP90 inh	HIF act	aSyn 5UTR inh	AI-2 QS mod	Platelet DG rel	IEC-6 tox	HSF1 inhib
57	CSc1ccccc1C(=O)NCc1ccc(S(N)(=O)=O)cc1	-18	-7	-6	0	-0.1	11	31	-3	-2	-5
58	COc1cc2c(cc1OC)C(c1ccc(N(C)C)cc1)NCC2 (centres undefined)	-28	33	2	-2	-8.0	3	23	16	2	9
59	COc1ccc(/C=N/NC(=O)c2ccncc2)c(C(=O)O)c1OC	-19	-4	-4	0	-0.1	14	10	-2	-2	-1
60	Cc1nc(SCC(=O)Nc2ccc3c(c2)OCCO3)nc(C)c1C	-9	12	4	6	-0.7	-29	24	18	4	2
